Assay outcomes (PubChem)
FLuc inh counter – counter-screen for luciferase assay inhibitors: firefly luciferase inhibition; ATPLite firefly luciferase biochemical luminescence, 10 min; inhibition, % at 10 µM; P08659; 1.5% of 200,000 active;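 active means inhibition above about 50% when tested at 10 µM, limit read from the data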
Target sequence (P08659 whole entry, looked up): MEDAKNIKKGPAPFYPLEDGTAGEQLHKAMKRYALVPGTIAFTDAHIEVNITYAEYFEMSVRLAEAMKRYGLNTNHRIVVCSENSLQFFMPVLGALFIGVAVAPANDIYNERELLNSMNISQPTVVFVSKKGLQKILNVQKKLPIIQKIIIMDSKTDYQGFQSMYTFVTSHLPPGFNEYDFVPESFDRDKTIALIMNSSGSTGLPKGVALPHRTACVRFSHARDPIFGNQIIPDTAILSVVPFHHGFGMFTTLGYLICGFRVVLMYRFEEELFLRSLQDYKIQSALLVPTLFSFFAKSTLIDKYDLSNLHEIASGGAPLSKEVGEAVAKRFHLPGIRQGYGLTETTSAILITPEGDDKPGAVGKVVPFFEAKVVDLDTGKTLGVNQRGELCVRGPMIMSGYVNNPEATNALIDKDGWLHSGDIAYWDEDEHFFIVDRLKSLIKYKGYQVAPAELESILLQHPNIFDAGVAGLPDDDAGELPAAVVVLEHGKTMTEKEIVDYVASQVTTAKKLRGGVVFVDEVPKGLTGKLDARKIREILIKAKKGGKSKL
ROMK mod – modulators of human ROMK potassium channel. B-score at 10 µM. Tet-inducible ROMK, thallium flux fluorescence; actives lie on both sides. P48048. 2% of 130,000 active;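 active means signal ratio slope over the read window, or its plate-corrected B-score, at least 3 SD from the plate mean, either direction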;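 further: B-score of the F/F0 ratio slope over 7 to 12 s after thallium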
Target sequence (P48048 whole entry, looked up): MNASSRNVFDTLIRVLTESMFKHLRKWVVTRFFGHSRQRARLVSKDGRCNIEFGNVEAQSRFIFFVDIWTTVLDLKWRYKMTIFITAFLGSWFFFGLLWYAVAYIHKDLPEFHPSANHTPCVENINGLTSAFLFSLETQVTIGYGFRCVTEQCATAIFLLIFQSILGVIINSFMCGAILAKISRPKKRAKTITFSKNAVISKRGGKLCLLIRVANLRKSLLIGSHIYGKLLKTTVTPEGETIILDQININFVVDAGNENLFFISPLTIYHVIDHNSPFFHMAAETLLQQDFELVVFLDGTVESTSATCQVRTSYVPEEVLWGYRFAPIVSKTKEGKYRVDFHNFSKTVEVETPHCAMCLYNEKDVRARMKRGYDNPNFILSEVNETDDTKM
APP 5UTR inh – APP translation inhibition | inhibition, % at 2 µM | AID 1285 | 0.82% of 190,000 active | SH-SY5Y APP 5'UTR-luciferase reporter, luminescence;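 active means inhibition above a set limit, derived from the sample mean plus 3 SD, cut at about 45% in these data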; further: values of inactives mirror those of a sister screen read the other way
STAT1 activator – activators of IFN-gamma induced STAT1 signaling | 2.6% of 200,000 active | NIH 3T3 STAT1-luciferase reporter, luminescence; 100% = IFN-gamma alone, no compound | AID 932 | activation (% of control), % at 5.5 µM;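 active means activation above the screen-wide mean activation plus 3 SD, cut at about 130% in these data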;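 further: raw ratio to IFN-gamma control signal so 100% means no change and 0% no light; values of inactives mirror those of a sister screen read the other way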
STAT1 inh – STAT1 signaling inhibition; NIH 3T3 STAT1-luciferase reporter, IFN-gamma, luminescence; inhibition, % at 5.5 µM; 0.35% of 200,000 active; AID 920;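 active means inhibition above a set limit, the mean inhibition across all tested compounds plus 3 SD, cut at about 34% in these data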;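 further: 0% = IFN-gamma with DMSO and 100% = IFN-gamma with 300 µM nifuroxazide; values of inactives mirror those of a sister screen read the other way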
FLuc stim CS – firefly luciferase counter-screen for stimulation assays | ATPlite luciferase biochemical, luminescence, 10 min; 0 = ATP-free wells, 1 = DMSO control | activation factor at 10 µM | 200,000 tested, under 10 active | AID 1027;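 active means luciferase activation factor, scaled between plate controls, of at least 2 with compound at 10 µM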
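Material: Luciferase/luciferin reagent mix; Doses: test compounds dosed from 2 mM stocks in 100% DMSO; Schedule: 10 min incubation after luciferase reagent addition, room temperature; Measured by: luminescence from luciferase reaction; Read-out: luminescence gain marking luciferase activators.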
APP 5'UTR act – activates APP 5'UTR luciferase reporter; SH-SY5Y APP 5'UTR luciferase reporter, luminescence; zero percent = DMSO vehicle wells; activation, % at 2 µM; 1% of 190,000 active;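 active means activation above a set limit, based on mean plus 3 SD of controls, cut at about 140% in these data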; further: values of inactives mirror those of a sister screen read the other way
NF-kB neuron act – raises NF-kB expression in human neuronal cells | 1.6% of 190,000 active | NF-kB reporter expression; stronger effect = higher value | AID 1239 | fold change at 12.5 µM; in the data active means fold change above about 3.3
STAT3 activator – STAT3 signaling activation; U3A cells, IL-6 STAT3-luciferase reporter, luminescence; 100% = signal with IL-6 EC80 alone; activation (% of control), % at 5.6 µM; 0.91% of 190,000 active;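 active means activation above the screen-wide mean of compound activation plus 3 SD, cut at about 130% in these data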;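 further: 0% = background luminescence of wells with medium and substrate only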
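Material: STAT3-luciferase reporter U3A cells. Controls: IL-6-treated wells, 100% activation. Read-out: % activation versus median of IL-6-stimulated wells. Probe or stimulus: IL-6 stimulus at 33 ng/mL final. Timing: compound 1 h, then IL-6 6 h at 37 °C. Signal: reporter luminescence signal.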
STAT3 blocker – reduces IL-6 driven STAT3 reporter signal; U3A cells, IL-6 STAT3-luciferase reporter, luminescence; host cell line lacks STAT1; inhibition, % at 5.5 µM; 0.89% of 190,000 active;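 active means inhibition above the mean inhibition across all screened compounds plus 3 SD, cut at about 44% in these data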;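 further: 0% = DMSO only wells and 100% = 100 µM nifuroxazide control wells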
* marks the source's active call; other numbers are inactive results; · = no result given.

Order of values – APP 5UTR inh	FLuc inh counter	APP 5'UTR act	NF-kB neuron act	FLuc stim CS	ROMK mod	STAT3 blocker	STAT3 activator	STAT1 activator	STAT1 inh
COc1cccc(/C=N/NC(=O)c2nc(-c3ccccc3)cc(-c3ccccc3)n2)c1O
→ 27	0	-27	0.31	1	-1.1	7	97	105	-6
CC(C)(C)NCCCCOc1ccccc1F
→ 2	-9	-2	0.96	1.1	·	5	99	105	-6
Cc1ccc(NC2c3ncccc3C(=O)N2C2CCCCC2)cc1 (configuration not stated)
→ -1	-4	1	0.72	1	0.57	-11	112	101	-1
O=C(Nc1ccc(OC(F)F)c(Cl)c1)C(c1ccccc1)c1ccccc1
→ -3	-5	3	0.62	1.1	·	-2	105	102	-2
CCN(CC)C(=O)CN1C(=O)c2cccc3cccc(c23)C1=O
→ 0	-4	0	1.3	1	0.49	14	94	96	3
CC(=O)NCCOC(=O)Nc1sc(=S)n(C)c1C
→ -18	-3	18	1.1	1	0.27	6	98	97	2
Cc1ccc(SCc2ccc(C(=O)Nc3ccccc3C(=O)NC(C)C)cc2)cc1
→ -2	-4	2	1.2	1	·	-5	106	106	-7
Cc1ccc(S(=O)(=O)c2nc(-c3ccc(F)cc3)oc2SCC(=O)NCC2CCCO2)cc1 (configuration not stated)
→ -25	-1	25	1.1	1	·	-20	122	97	4
CCc1cc(Br)ccc1N1C(=O)C2CC=CCC2C1=O (configuration not stated)
→ -8	-2	8	0.77	1	·	-2	102	106	-6
O=C(Cc1ccccc1)NNc1ccc2ccccc2c1
→ -23	-6	23	1.1	1.1	-0.078	-15	116	86	14
CN(CC1CCOCC1)C(=O)CC1C(=O)NCCN1Cc1ccc(-c2ccccc2)cc1 (configuration not stated)
→ -3	-6	3	0.86	1.1	-4.1*	13	93	95	4
CCCn1c(=O)c2ccccc2n2c(SCc3cc(=O)n4ccsc4n3)nnc12
→ -12	·	12	·	·	0.1	7	97	96	4
Cc1ccc(S(=O)(=O)c2c(N)n(CC3CCOC3)c3nc4ccccc4nc23)cc1 (configuration not stated)
→ -3	-5	3	0.55	1	·	15	95	95	6
COc1ccc(-n2cc(-c3ccccc3)c3c(NN4CCOCC4)ncnc32)cc1
→ 13	0	-13	0.48	1	-2.3	1	101	100	0
COc1cc(/C=C/C(=O)OCC(=O)Nc2ccc(S(=O)(=O)N3CCCC3)cc2)ccc1O
→ 14	-2	-14	1	1	0.038	5	96	105	-5
C/C(=N/NC(=O)c1ccc(C)s1)c1cccc(NC(=O)COc2ccc(Cl)cc2C)c1
→ -10	-1	10	1.1	1	-0.076	3	101	104	-5
CCS(=O)(=O)N1CCN(c2ccccc2F)CC1
→ 11	0	-11	1	1	·	1	102	97	3
CSCC[C@H](NC(=O)C1CCN(S(=O)(=O)c2ccc(C)cc2)CC1)C(=O)NCC1CCCO1 (some centres not stated)
→ ·	-9	·	1.4	1.1	·	11	96	100	-1
c1ccc2c(Oc3ccc4c(c3)OCO4)nncc2c1
→ -120	47	120	4.3*	0.5	·	17	88	138*	-41
CCC1CCCCN1CCCNC(=O)CCCOc1cc(=O)n(C)c2ccccc12 (configuration not stated)
→ -14	-6	14	1.4	1.1	-0.28	24	88	98	1
COc1ccc(NC(=O)CSc2n[nH]c(-c3ccco3)n2)cc1
→ -11	8	11	1.4	0.9	-0.28	2	101	110	-14
COC(=O)CSc1nnc(CNC(=O)c2ccc(S(=O)(=O)N(C)C)cc2)n1C
→ 9	-2	-9	1.1	1	0.19	4	102	97	1
CCOCCCn1c(=N)c(C(=O)Nc2cc(C)on2)cc2c(=O)n3ccccc3nc21
→ -8	·	7	·	·	0.28	5	99	85	17
O=C1N/C(=N\N=C\c2cccs2)SC1Cc1ccc(Cl)cc1 (configuration not stated)
→ -5	-4	5	1	1	·	0	105	103	-3
Cc1cccc(Oc2nc(-c3cccc([N+](=O)[O-])c3)nc3ccccc23)c1C
→ -11	-7	11	1.1	1.1	-0.43	-10	109	98	2
CC1CC(OCC(O)CN2CCN(Cc3ccccc3)CC2)CC(C)(C)C1 (configuration not stated)
→ 1	-12	-1	1.1	1.1	-0.18	8	99	98	3
O=C(C1CCN(S(=O)(=O)c2cccc3cccnc23)CC1)N1CCCC1
→ -9	-7	9	0.92	1.1	·	·	·	·	·
Cc1nc(C(F)(F)F)c(C(=O)NC(=O)Nc2ccc(OC(F)(F)F)cc2)s1
→ 9	-8	-9	1.4	1.1	·	14	95	100	-4
CCC(NC(=O)NCc1ccccc1)(C(F)(F)F)C(F)(F)F
→ 0	-2	0	1.1	1	·	-1	104	95	6
C=CCn1c(=O)c2c(nc3n2CCS3)n(C)c1=O
→ -7	4	7	1.1	1	·	2	102	96	4

Part of the list above, reduced to APP 5'UTR act and STAT3 blocker.
compound | APP 5'UTR act | STAT3 blocker
CCC(NC(=O)NCc1ccccc1)(C(F)(F)F)C(F)(F)F | 0 | -1
C=CCn1c(=O)c2c(nc3n2CCS3)n(C)c1=O | 7 | 2

Next section
Order of values – APP 5UTR inh	FLuc inh counter	APP 5'UTR act	NF-kB neuron act	FLuc stim CS	ROMK mod	STAT3 blocker	STAT3 activator	STAT1 activator	STAT1 inh
CCc1cc(-c2n[nH]c(=S)n2Cc2ccccc2)cs1
→ -11	-2	11	0.98	1	0.08	11	95	96	4
CN1CCN(S(=O)(=O)c2cccc(C(=O)NCc3ccccc3Cl)c2)CC1
→ -5	-4	5	0.92	1	-0.2	2	106	104	-6
FC(F)(F)c1nnc(-c2ccccc2)nc1Sc1ccc(Cl)cc1
→ -7	-5	7	0.96	1	·	-3	107	91	10
CCCNC(=O)NC(=O)COc1ccc(-c2ccc(C#N)cc2)cc1
→ -7	-1	7	1.1	1	-0.32	17	92	100	0
Cc1ccc(NC(=O)COC(=O)CCc2nc3ccccc3n2-c2ccccc2)c(C)c1
→ -12	-5	12	1.3	1	0.34	-4	101	99	4
CC1CCCC(NC(=O)c2n[nH]c(=O)c3ccccc23)C1C (configuration not stated)
→ -14	-1	14	1.8	1	-0.98	10	94	113	-15
O=C(COC(=O)/C=C/c1ccc(S(=O)(=O)N2CCOCC2)cc1)NC1CCCCCCC1
→ -5	-7	5	0.97	1.1	-1	-1	106	101	0
N/C(=N\OC(=O)c1ccccc1Cl)c1ccncc1
→ -94	54*	94	·	0.5	-0.07	15	92	162*	-67
CCC(=O)N1CCN(c2ccc(Cl)cc2NC(=O)Cc2ccccc2)CC1
→ -3	-9	3	0.87	1.1	-0.47	2	102	95	5
Cc1ccc(S(=O)(=O)NCCCN2CCOCC2)c(C)c1
→ 0	-6	0	1.1	1.1	0.96	2	102	108	-7
O=C(Nc1ccccn1)c1ccc(Br)c(S(=O)(=O)N2CCCCC2)c1
→ -4	-6	4	1	1.1	0.037	-10	106	99	1
COc1ccc(S(=O)(=O)NNC(=O)C2Cc3c(ccc4ccccc34)O2)cc1 (configuration not stated)
→ 14	-5	-14	0.68	1	·	34	75	85	17
Cc1ccc(C)c(NC(=O)CSc2ccc(-c3ccco3)nn2)c1
→ -3	-6	3	0.92	1.1	·	-7	102	104	-4
Cc1ccc(NC(=O)CCCCCCCCCCC2COCCO2)c(C)c1 (configuration not stated)
→ -22	-5	22	1	1.1	0.15	-7	106	97	4
CC(=O)c1ccc(OC(=O)C2CC(=O)N(c3cccc(C)c3)C2)cc1 (configuration not stated)
→ -8	-3	8	1.2	1	0.59	4	100	98	2

Records listed so far that bear a hit mark in NF-kB neuron act.
SMILES	APP 5UTR inh	APP 5'UTR act	NF-kB neuron act	ROMK mod	STAT3 activator	STAT1 activator	STAT1 inh
c1ccc2c(Oc3ccc4c(c3)OCO4)nncc2c1	-120	120	4.3*	·	88	138*	-41

Continued.
Order of values – APP 5UTR inh	FLuc inh counter	APP 5'UTR act	NF-kB neuron act	FLuc stim CS	ROMK mod	STAT3 blocker	STAT3 activator	STAT1 activator	STAT1 inh
O=C(c1ccc(N2CCN(S(=O)(=O)c3ccccc3)CC2)c([N+](=O)[O-])c1)N1CCOCC1
→ 10	-8	-10	0.75	1.1	0.072	-14	110	99	1
O=C(CCS(=O)NCc1ccccc1)NCc1ccccc1 (configuration not stated)
→ -3	4	3	0.98	1	0.024	11	97	97	3
N=C1S/C(=C\c2ccccc2F)C(=O)N1c1ccc(F)cc1
→ -14	-3	14	1	1	·	14	90	111	-13
CC1SC(c2cccc(Cl)c2)NC1=O (configuration not stated)
→ -2	-3	2	1.1	1	-0.75	6	95	88	3
Cc1ccc(/C=N\NC(=O)c2csnn2)cc1
→ -23	66*	23	2.3	0.3	·	6	96	134*	-38
O=C(Nc1ccc(Br)c2cccnc12)c1ccc(Cn2cc([N+](=O)[O-])cn2)o1
→ -4	-7	4	1.1	1.1	·	12	97	101	-1
O/N=C/c1ccccc1Oc1ccc(Cl)cc1
→ -14	-3	14	0.9	1	-0.42	-1	105	98	1
O=C(CSc1nnc(-c2ccco2)o1)c1ccccc1
→ -18	4	18	1.7	1	·	12	94	108	-9
Cc1ccc(C)c(NCCC#N)c1
→ -9	-2	9	0.98	1	·	-2	102	93	8
COc1ccc(C(=O)N/C(=C\c2cccc3ccccc23)C(=O)N2CCN(C)CC2)cc1OC
→ 7	-3	-7	1.1	1	0.26	-2	106	101	-4
CCN(CC)C(=O)c1sc2c(c1C)c(=O)n(-c1ccc(OC)cc1OC)c(=O)n2CC(=O)c1ccccc1
→ -19	-5	19	1	1.1	2.3	7	96	99	1
COC(=O)c1ccccc1NC(=O)c1cc2sccc2n1C
→ 20	1	-20	1.2	1	-0.66	21	85	102	-2
Cc1ccc([N+](=O)[O-])cc1N1C(=O)CS/C1=N\NC(=O)c1cccnc1
→ 6	3	-6	1.3	1	0.14	5	100	94	5
Cc1csc(C(C#N)C(=O)c2ccncc2)n1 (configuration not stated)
→ -14	1	14	1.1	1	·	4	102	98	4
O=C(O)CC12CC3CC(C1)CC(n1ncc(NCc4ccc5c(c4)OCO5)c(Cl)c1=O)(C3)C2
→ 2	-6	-2	1.1	1.1	0.81	8	99	106	-9
CCc1cccc(CN2CCC(CNC(=O)Nc3ccc(Cl)cc3)CC2)c1
→ 6	1	-6	1.1	1	·	3	104	107	-10
CC(C)NCCOc1cccc(Br)c1
→ -23	-9	23	1.1	1.1	·	0	101	102	-2
O=C(c1ccc2nc(-c3ccco3)c(-c3ccco3)nc2c1)N1CCN(c2ncccn2)CC1
→ -3	-2	3	1	1	·	-2	106	100	0
COCCCN1C(=O)c2[nH]nc(-c3cc(C)cc(C)c3O)c2C1c1ccc(O)c(OC)c1 (configuration not stated)
→ -20	-3	20	0.74	1	-0.64	4	103	104	-5
O=C(Nc1ccc2c(c1)OCCO2)C1CCCN(S(=O)(=O)c2cccc3nsnc23)C1 (configuration not stated)
→ -13	0	13	0.8	1	0.064	2	96	101	-1
CCOc1ccc(CCN2C(=O)C3C4C=CC(C4)C3C2=O)cc1OCC (configuration not stated)
→ -7	-4	7	1.3	1	·	-3	107	96	5
O=C(C[n+]1cc(-c2ccc(Br)cc2)n2c1CCCCC2)c1ccccc1
→ 16	5	-16	1.2	0.9	-3*	8	97	98	1
CCOc1cccc(OCCCCn2cnc3ccccc3c2=O)c1
→ -20	-4	20	0.96	1	-0.13	-2	107	111	-14
CS(=O)c1ccccc1-c1nc(-c2cc(C(F)(F)F)cc(C(F)(F)F)c2)no1 (configuration not stated)
→ -10	-10	10	0.72	1.1	-0.34	7	100	108	-9
